Compound activity as filed in PubChem BioAssay.
TDP-43 yeast inh = rescues yeast growth from TDP-43 toxicity; 1.8% of 410,000 active; Potency, µM (titrated, usually from 46.1 µM), for the others: at the top dose growth rescue (activation), actives largely listed as activators; TDP-43 expressing yeast growth rescue, BacTiter-Glo, 24 h; AID 652104; also: potency is read from the fitted curve at half-maximal effect; % of control where 0% means no effect; nearly all actives have a fitted effect of over 50% in size
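Yeast expressing TDP-43 (pregrown in raffinose, seeded at OD600=0.02 in galactose medium) exposed to compounds 24 hr at 30 deg C. Growth read by BacTiter-Glo luminescence; rescue of toxicity appears as increased signal.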
aSyn yeast inh = inhibitors of alpha-synuclein toxicity in yeast; Yeast expressing alpha-synuclein, growth rescue, BacTiter-Glo, 24 h; Potency, µM (top dose mostly 46.1 µM), inactives show at the top dose growth rescue (activation), actives largely listed as activators; 0.14% of 370,000 active; AID 652106; also: potency is read from the fitted curve at half-maximal effect; % of control where 0% means no effect; nearly all actives have a fitted effect of over 65% in size
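Readout is rescue of growth in alpha-synuclein-expressing yeast, so inhibitors of toxicity appear as activators. Growth after 24 hr at 30 deg C in galactose medium is quantified by luminescence.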
pAkt inh = blocks phosphorylation of Akt | Neuro2A IGF-stimulated pAkt S473 HTRF, 20 min; active compounds read low | activity change, % for hits at 50 µM | 0.32% of 360,000 active; in the data active = activity change below about -80%; inconclusive = mostly about -51% to -80%; also: % is scaled to controls: 0 for no effect and ±100 for the full control effect
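Single-point screen (50 µM final compound) in Neuro2A cells stimulated 20 min with 6 nM IGF at 37 deg C. After lysis, Ser473-phosphorylated Akt read by HTRF (ex 330 nm, em 615/665 nm) as the 665/615 ratio.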
Abeta rescue = restores growth of yeast expressing A-beta42 peptide | AID 1347071 | 0.063% of 410,000 active | Potency, µM (series often up to 46.1 µM), inactives show at the highest dose growth rescue, hits mostly activators | yeast expressing A-beta42, growth rescue, OD600, 48 h; response scale: 0% DMSO, 100% iron-clioquinol control; also: potency is read from the fitted curve at half-maximal effect; nearly all actives have a fitted effect of over 55% in size
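Yeast growth medium received pinned compounds, then yeast cells expressing toxic A-beta were added; plates incubated at 30 C for 48 hr. Growth read as absorbance at 600 nm, normalized to DMSO and equimolar FeCl3 plus clioquinol controls.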
Mm-Cpn inhibitor = M. maripaludis TRiC chaperonin inhibition; purified Mm-Cpn ATPase, ADP Transcreener TR-FRET; Potency, µM (doses to about 76.9 µM), without a hit: at the top dose activity, negative = inhibition, usual class: inhibitors; 0.031% of 330,000 active; AID 504842; also: potency is read from the fitted curve at half-maximal effect; % is scaled to controls: 0 for no effect and ±100 for the full control effect; nearly all actives have a fitted effect of over 80% in size
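Purified archaeal chaperonin (25 nM final) was preincubated with compound for 10 min at 37°C, then ATP (10 uM final) was added for 30 min at 37°C in Tris pH 7.4/KCl/MgCl2/DTT buffer. ADP was quantified by HTRF Transcreener TR-FRET.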
PTHR1 ag = PTHR1 (human) receptor agonism | 0.075% of 410,000 active | Potency, µM (doses to about 115 µM), without a hit: at the top dose activation, usual class: activators | Q03431 | AID 743266 | HEK293 GP2 PTHR1 cells, GloSensor cAMP luminescence, 1 h; also: potency is read from the fitted curve at half-maximal effect; nearly all actives have a fitted effect of over 55% in size; some results filed as inactive show a strong effect at the top dose; inactives centre near -15; many of its hits are not listed in these tables
Target sequence (Q03431 whole entry, looked up): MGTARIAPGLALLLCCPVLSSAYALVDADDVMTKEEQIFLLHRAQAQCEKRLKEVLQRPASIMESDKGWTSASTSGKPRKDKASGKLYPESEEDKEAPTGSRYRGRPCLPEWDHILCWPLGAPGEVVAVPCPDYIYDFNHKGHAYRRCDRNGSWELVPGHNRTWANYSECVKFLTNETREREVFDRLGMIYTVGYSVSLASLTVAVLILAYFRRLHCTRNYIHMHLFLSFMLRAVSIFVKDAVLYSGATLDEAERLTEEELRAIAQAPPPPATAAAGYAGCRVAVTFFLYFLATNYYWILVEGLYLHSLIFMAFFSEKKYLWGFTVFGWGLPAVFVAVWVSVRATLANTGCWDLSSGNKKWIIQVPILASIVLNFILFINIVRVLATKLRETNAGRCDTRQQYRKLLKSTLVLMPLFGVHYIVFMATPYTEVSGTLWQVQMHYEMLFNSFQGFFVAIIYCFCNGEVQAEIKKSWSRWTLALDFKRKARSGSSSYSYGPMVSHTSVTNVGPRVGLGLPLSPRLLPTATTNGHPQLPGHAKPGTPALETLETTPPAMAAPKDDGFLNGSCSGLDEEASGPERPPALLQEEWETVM
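HEK-293-derived GP2 cells expressing PTHR1 and a GloSensor cAMP reporter, 3,000/well, plated overnight, given luciferin plus IBMX (each 0.5 mM as added) for 1 h at 37 °C, then compound for 1 h at 37 °C. Luminescence was read after 15 min at room temperature.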
FUS suppressor = FUS proteinopathy suppression in yeast; S. cerevisiae FUS-expressing, growth rescue, OD600, 24 h; Potency, µM (doses to about 76.6 µM), inactives show at the top dose growth rescue (activation), hits mostly activators; 0.24% of 390,000 active; AID 1347120;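 also: potency is read from the fitted curve at half-maximal effect; plate controls were DMSO vehicle for no effect and reference control for full effect; nearly all actives have a fitted effect of over 55% in size; some results filed as inactive show a strong effect at the top dose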
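Yeast FUS proteinopathy model; galactose-induced FUS (2%), starting OD 0.005. Cpds in dilution series, 24hr, 30C, 99% humidity. Abs 600 nm growth. Pos ctrl CP55940 (top 92uM final); neg ctrl DMSO.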
GLP1R cytotox = cytotoxic in the GLP-1 receptor inverse agonist counter-screen. HEK293 cAMP-luciferase reporter cells, luminescence, 24 h. Potency, µM (doses to about 38.3 µM), for inactives: at the top dose activity change, negative = inhibition, actives largely listed as inhibitors. 0.13% of 410,000 active. AID 624418;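 also: loss of luciferase light is scored as toxicity; potency is read from the fitted curve at half-maximal effect; % is scaled to controls: 0 for no effect and ±100 for the full control effect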
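Compound-treated cells are incubated 24 hr at 37 deg C under 5% CO2 after a 12 hour attachment period, then luciferase detection reagent is added and luminescence is measured following 12 min at room temperature; lowered signal indicates toxicity.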
GLP-1R inv ag = acts as inverse agonist at human GLP-1 receptor. HEK293 GLP-1R CRE-luciferase, luminescence, 24 h; GLP-1R form is constitutively active. Potency, µM (top dose mostly 38.3 µM), inactives show top-dose activity change, negative = inhibition, hits mostly inhibitors. 1.6% of 410,000 active; also: potency is read from the fitted curve at half-maximal effect; % is scaled to controls: 0 for no effect and ±100 for the full control effect; nearly all actives have a fitted effect of over 55% in size
Target sequence (P43220 whole entry, looked up): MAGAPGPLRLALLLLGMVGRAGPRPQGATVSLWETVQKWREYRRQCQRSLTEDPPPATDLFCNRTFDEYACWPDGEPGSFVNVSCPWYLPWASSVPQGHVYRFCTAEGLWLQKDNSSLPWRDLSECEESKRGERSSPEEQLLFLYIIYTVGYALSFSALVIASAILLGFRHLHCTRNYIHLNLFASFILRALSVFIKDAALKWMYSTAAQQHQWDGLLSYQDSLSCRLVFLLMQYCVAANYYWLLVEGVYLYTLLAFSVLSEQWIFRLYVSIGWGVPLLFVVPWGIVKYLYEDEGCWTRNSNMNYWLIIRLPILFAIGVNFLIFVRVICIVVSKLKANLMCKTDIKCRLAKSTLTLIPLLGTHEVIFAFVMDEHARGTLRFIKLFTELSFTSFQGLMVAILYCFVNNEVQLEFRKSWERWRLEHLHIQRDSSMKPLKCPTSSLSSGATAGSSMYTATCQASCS
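qHTS in 1536-well format: reporter HEK293 cells expressing constitutive GLP-1R activity in DMEM + 10% Nu serum, 24 hr with compounds at 37 deg C, luminescence read after 12 min with detection reagent.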
Active calls of the source: *; i = inactive; ? = inconclusive; . = no result given; [ ] = dose if it differs, or a comment. Unless noted, calls follow the shape of the dose curve; as a rule, active = well fitted curve in the direction sought with a large enough effect; inconclusive = small, poorly fitted or top-dose-only effect, or another doubt; inactive = no such curve, though single readings can be large; an effect the other way counts as inactive or inconclusive. Only part of the results is shown, so the mix of outcomes need not match the whole.

SMILES | TDP-43 yeast inh | aSyn yeast inh | pAkt inh | Abeta rescue | Mm-Cpn inhibitor | PTHR1 ag | FUS suppressor | GLP1R cytotox | GLP-1R inv ag
COc1cccc(NC(=S)N/N=C2\CC(C)(C)Oc3ccc(O)cc32)c1 | 12.4% | -6.5% | i | -6.1% | -0.9% | i | ? | ? | 7.08µM*
COC(=O)c1ccc(NC(=O)CNc2ccccc2)cc1 | 12.2% | -0.7% | i | -5.7% | -1.3% | i | 7.8% | 2.8% | 17.9%
Cc1c(CCC(=O)O)c(=O)oc2c(C)c(OCc3cc4c(cc3Cl)OCO4)ccc12 | 3.8% | 5.5% | i | -5.1% | -1.1% | i | 9.2% | 15.7% | 17.6%
O=C1NC[C@@H](CCCCN2C[C@H](Cc3ccccc3)N(CCc3ccc(O)cc3)C(=O)C2=O)N(CC2CCCCC2)C1=O | 17.5% | -0.7% | i | -12.3% | . | 13.9% | 32.2% | 2.1% | 2.4%
CC(=O)c1c(-c2ccccc2)c2cc(Cl)ccc2n(C)c1=O | ? | 9.0% | i | -6.8% | -3.4% | i | -5.1% | -7.5% | ?
CSc1ccc(C2Nc3ccccc3-c3cc(C)nn32)cc1 (stereo not given) | 17.8µM* | -1.3% | i | -30.8% | -1.8% | -14.1%[57.5 µM] | ? | 25.9% | -8.6%
CCC(=O)N1CCc2cc(S(=O)(=O)CCC(=O)N3CCN(c4ccccc4)CC3)ccc21 | 8.4% | 4.5% | i | 3.5% | -3.2% | -4.1% | -1.3% | -4.7% | 6.5%
O=C(Nc1ccc(CN2CCCCC2)cc1)c1cccc(Br)c1 | 6.2% | 1.7% | i | 5.9% | -0.2% | i | 13.6% | -22.2% | ?
COc1ccc(CNC(=O)C(=O)Nc2ccc(OC)cc2OC)cc1 | 18.3% | . | . | -13.5% | . | i | 0.8% | -20.4% | 7.3%
CCOC(=O)c1[nH]c2c(c1Cc1ccccc1)C(=O)CC(c1ccc(C(C)(C)C)cc1)C2 (stereo not given) | 5.7% | . | . | -4.9% | . | i | ? | 0.3% | 11.2µM*
COc1cc(NC(=O)c2nc3nc(C)cc(C(F)F)n3n2)c(OC)cc1Cl | 6.7% | . | . | 8.3% | . | i | -8.9% | 0.3% | -4.8%
CCN(CC)C(=O)C1=C(C)Nc2ncnn2C1c1cccnc1 (stereo not given) | 3.1% | 1.8% | i | -1.4% | -4.1% | i | -25.1% | 6.5% | 16.8%
CCN1C(=O)C(O)(CC(=O)c2c(C)coc2C)c2ccccc21 (stereo not given) | 5.7% | -5.7% | i | -9.0% | -1.0% | -3.6% | 16.5% | 15.8% | -27.6%
COc1ccc(C/C(C)=N/NC(=S)Nc2ccc(Cl)cc2)cc1 | ? | 10.3% | i | ? | 2.1% | i | 3.0% | ? | 28.3%
CCN(C(=O)c1sc2nc3n(c(=O)c2c1C)CCCC3)c1ccccc1F | 13.8% | . | . | -13.3% | . | 16.1% | 23.1% | -7.2% | -2.0%
O=S(=O)(c1ccc(Br)cc1)N1CCn2cccc2C1c1ccc(Br)cc1 (stereo not given) | 0.0% | . | . | 12.2% | . | -4.2% | 12.0% | -1.4% | ?
C[C@@H]1NC(=O)OC1c1ccco1 (stereo not given in full) | 0.5% | -7.6% | i | -7.1% | 0.5% | i | -12.8% | 5.8% | 0.6%
Cc1ccc(NC(=O)C2CCCN(S(=O)(=O)c3ccc(F)cc3)C2)cc1 (stereo not given) | 11.9% | . | . | -5.8% | . | -1.7% | -11.6% | 1.9% | ?
Cc1ccc(S(=O)(=O)N2CCN(C(=O)COC(=O)/C=C/c3ccccc3F)CC2)c(C)c1 | 9.4% | -5.6% | i | -12.6% | -0.6% | -0.1% | . | -11.6% | 15.8%
COc1ccc(C)cc1S(=O)(=O)N(C)CC(=O)Nc1ccc2c(c1)OCO2 | 10.0% | -1.2% | i | -7.3% | -1.0% | i | 7.5% | -3.2% | -10.8%
CCOC(=O)c1c(CN2CCCCC2)oc2ccc(O)cc12 | 12.7% | -3.0% | i | 2.7% | -0.9% | -14.1%[57.5 µM] | -8.3% | -15.1% | ?
Cc1ccc(CS(=O)Cc2ccc(C(=O)NC3CCC(C)CC3)o2)cc1 (stereo not given) | -14.9% | -2.1% | i | 9.7% | -0.1% | -28.5% | 16.9% | -18.8% | ?
CC(=O)C1[C@H](N(C)C)CC2C3CC=C4CC(O)CC[C@]4(C)C3CC[C@@]21C (stereo not given in full) | -9.8% | -6.6% | i | 3.6% | 0.7% | -0.1% | 6.0% | -5.9% | 10.2%
O=C(NC1CC1)C1=C[C@@H](c2ccc(C(F)(F)F)cc2)C[C@@H](OCCCCO)O1 | -6.7% | 3.0% | i | -11.6% | . | -14.1% | 15.0% | -18.7% | -10.7%
O=C(COC(=O)/C=C/c1ccccc1)Nc1ccc2c(c1)OCCO2 | -7.2% | -5.0%[1.84 µM] | i | -8.6% | -1.4% | -1.2% | -6.5% | 9.8% | 8.0%
COc1cccc(CN(C(=O)c2ccc([N+](=O)[O-])cc2)C2CCS(=O)(=O)C2)c1 (stereo not given) | 10.7% | 11.4% | i | 9.0% | 0.2% | -19.0% | -11.1% | 0.0% | 3.5%
Cc1nc2scc(-c3cccs3)c2c(=O)o1 | -2.7% | -9.7% | i | 7.5% | -0.3% | -3.9%[57.5 µM] | 17.0% | -12.3% | -0.6%
COc1ccc(N(C(=O)c2ccc(Br)o2)C2C=CS(=O)(=O)C2)c(OC)c1 (stereo not given) | 10.7% | 10.8% | i | 0.1% | 1.8% | i | -28.4% | -20.9% | 2.8%
ONC(=Nc1ccc(Cl)cc1)c1ccccc1 | ? | 4.8% | i | 2.7% | 1.4% | i | 6.0% | 1.9% | -7.7%
Clc1ccc(-c2nnc(-c3ccco3)nc2N2CCCCC2)cc1 | ? | -7.5% | i | 0.0% | ? | -0.9% | . | -6.9% | -29.0%

By substructure, the entries above with a thiophene ring, fused or not (two)
SMILES | TDP-43 yeast inh | aSyn yeast inh | pAkt inh | Abeta rescue | Mm-Cpn inhibitor | PTHR1 ag | FUS suppressor | GLP1R cytotox | GLP-1R inv ag
CCN(C(=O)c1sc2nc3n(c(=O)c2c1C)CCCC3)c1ccccc1F | 13.8% | . | . | -13.3% | . | 16.1% | 23.1% | -7.2% | -2.0%
Cc1nc2scc(-c3cccs3)c2c(=O)o1 | -2.7% | -9.7% | i | 7.5% | -0.3% | -3.9%[57.5 µM] | 17.0% | -12.3% | -0.6%

The results go on:
SMILES | TDP-43 yeast inh | aSyn yeast inh | pAkt inh | Abeta rescue | Mm-Cpn inhibitor | PTHR1 ag | FUS suppressor | GLP1R cytotox | GLP-1R inv ag
C[C@@H]1CN(S(=O)(=O)c2c(F)cccc2F)CCN1S(=O)(=O)c1ccc2c(c1)OCCO2 | . | . | . | -6.8% | -0.9% | -45.3%[inhibitor] | ? | . | .
COc1ccc(C(OC(=O)c2ccco2)C(=O)NC(C)(C)C)cc1OC (stereo not given) | -4.9% | -0.9% | i | -25.4% | . | -11.0% | 0.4% | 1.2% | 7.8%
O=C(Nc1c(Cl)ccc2nsnc12)c1ccco1 | -18.9%[0.397 µM] | -1.4% | i | -9.2% | 1.2% | ? | 22.5% | 8.3% | 0.5%
CCOc1ccc(NC(=O)CN(C)Cc2ccc3c(c2)OCO3)cc1S(=O)(=O)N1CCCC1 | -0.4% | -0.6%[1.84 µM] | i | -3.9% | 1.9% | -7.5% | 27.3% | -4.9% | -18.8%
Cc1nc(N)sc1-c1nnc(SCC(=O)Nc2ccccc2C(F)(F)F)n1C | -14.2% | -7.1% | i | -14.0% | 1.4% | i | 13.4% | 9.4% | 0.0%
O=C(CN(c1cccc(C(F)(F)F)c1)S(=O)(=O)c1ccccc1)Nc1cccc(Cl)c1 | 11.6% | . | . | 3.5% | . | -36.7%[inhibitor] | 23.2% | ? | ?
c1ccc(COc2cccc(-c3cc4nc(NCCN5CCOCC5)ccn4n3)c2)cc1 | 18.8% | -20.0% | i | -0.8% | . | -23.8% | 27.9% | -11.6% | ?
O=C(Nc1cc2c(cc1C(=O)c1ccccc1Br)OCCO2)c1cccc(Cl)c1 | 20.2% | . | . | -0.2% | . | i | -9.4% | 2.9% | 4.5%
FC(F)(F)c1cnc(N2CCC(=NOCc3ccc(Cl)cc3)CC2)c(Cl)c1 | -10.4% | -6.1% | i | 0.7% | -1.7% | 8.5%[57.5 µM] | 79.8% | 5.5% | ?
Oc1ccc(-c2nc3ncccn3c2Nc2ccc3c(c2)OCO3)cc1 | 9.8% | 0.5% | i | 15.7% | -1.2% | -7.2% | 11.2% | -0.6% | -5.9%
CS(=O)(=O)N(CCc1ccccc1)CC(=O)NCc1ccc(Cl)cc1 | -17.0% | 5.0% | i | -2.6% | 2.0% | i | 7.8% | 12.3% | ?
O=C(NCC1COc2ccccc2O1)C1CCN(S(=O)(=O)c2ccccc2)CC1 (stereo not given) | 22.0% | 2.2% | i | 4.2% | 0.5% | -20.4% | 18.0% | 3.3% | 8.4%
O=C(Nc1cccc(S(=O)(=O)c2cccc(NC(=O)c3ccco3)c2)c1)c1ccco1 | -10.9% | -7.5% | i | 4.3% | -3.8% | -24.5% | 29.7% | 2.6% | -25.1%
COc1c(C)cc(C(=O)C2CCCN(C(=O)c3cccc(-n4cccn4)c3)C2)cc1C (stereo not given) | 17.0% | 6.2% | i | 15.6% | 0.9% | -15.3% | 19.5% | -14.1% | ?
